ALOX12 inh: ALOX12 (human) lipoxygenase inhibition; P18054; purified 12hLO, xylenol orange hydroperoxide absorbance; Potency, µM (top dose mostly 108 µM), inactives show at the highest dose activity change, negative = inhibition, actives largely listed as inhibitors; hit rate 1.1% among 580,000; also: % is scaled to controls: 0 for no effect and ±100 for the full control effect
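Purified human 12hLO at 150 nM in 25 mM Hepes, 0.01% Triton X-100, pH 7.0, preincubated 15 min at room temperature with compound. Reaction started with 40 uM arachidonic acid, 30 min at room temperature. Hydroperoxide measured by Fe-xylenol orange, 573/405 nm absorbance ratio.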
TrxR1 inh: rat TrxR1 inhibition; recombinant rTrxR1, NADPH fluorescence consumption, selenite substrate; Potency, µM (highest dose often 114 µM), for inactives: top-dose activity change, negative = inhibition, hits mostly inhibitors; hit rate 1% among 390,000; also: % is scaled to controls: 0 for no effect and ±100 for the full control effect; nearly all actives have a fitted effect of over 65% in size
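Rat TrxR1 (90 nM in the dispensed reagent) was pre-reduced with 400 uM NADPH for 5 min at room temperature, then incubated with compound for 15 min. After 400 uM selenite was added, NADPH fluorescence (Ex 340/Em 450 nm) was followed for 8 min.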
Pin1 inh: inhibitors of human Pin1. Q13526. Pin1 FP peptide displacement, HiFluor488, 10 min. hit rate 0.009% among 390,000. Potency, µM (series often up to 115 µM), for inactives: top-dose activity, negative = inhibition, hits mostly inhibitors; active = well fitted inhibition curve with a large enough effect in the polarisation, with a control signal flat, not every such curve was filed as active; inconclusive = small, poorly fitted or top-dose-only effect, or effect the other way, or a change in a side signal; inactive = no such curve, though single readings can be large or run the other way; the % refers to the polarisation; also: % is scaled to controls: 0 for no effect and ±100 for the full control effect
Target sequence (Q13526 whole entry, looked up): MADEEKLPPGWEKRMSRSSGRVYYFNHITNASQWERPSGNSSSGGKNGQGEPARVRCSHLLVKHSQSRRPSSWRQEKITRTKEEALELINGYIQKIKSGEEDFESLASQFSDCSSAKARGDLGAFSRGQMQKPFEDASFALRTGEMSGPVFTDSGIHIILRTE
ERG-DNA inh: ERG Ets/DNA interaction inhibition; Potency, µM (highest dose often 76.9 µM), without a hit: at the top dose FP activity, negative = inhibition, most hits filed as inhibitors; fluorescence polarization, His-ERG Ets domain / labelled DNA; AID 624246; hit rate 0.028% among 370,000; active = well fitted inhibition curve with a large enough effect in the polarisation, with a control signal flat; inconclusive = small, poorly fitted or top-dose-only effect, or effect the other way, or a change in a side signal; inactive = no such curve, though single readings can be large or run the other way; the % refers to the polarisation;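 also: polarization taken with two DNA probes labelled with fluorescein and Texas red; % of control where 0% means no effect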
Target sequence (P11308 whole entry, looked up, the tested form may be a part): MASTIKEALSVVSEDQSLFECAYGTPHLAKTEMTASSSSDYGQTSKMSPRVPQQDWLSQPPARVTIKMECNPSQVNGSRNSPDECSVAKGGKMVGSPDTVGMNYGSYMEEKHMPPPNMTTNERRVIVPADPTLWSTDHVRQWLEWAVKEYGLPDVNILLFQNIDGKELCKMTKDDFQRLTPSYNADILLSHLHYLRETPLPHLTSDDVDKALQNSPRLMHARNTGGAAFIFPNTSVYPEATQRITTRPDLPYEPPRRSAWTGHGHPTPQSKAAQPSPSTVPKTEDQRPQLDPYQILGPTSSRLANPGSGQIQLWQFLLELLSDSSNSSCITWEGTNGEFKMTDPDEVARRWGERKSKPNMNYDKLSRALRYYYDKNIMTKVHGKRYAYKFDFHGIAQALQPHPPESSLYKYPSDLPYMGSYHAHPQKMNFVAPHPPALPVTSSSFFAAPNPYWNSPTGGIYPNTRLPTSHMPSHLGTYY
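His-tagged ERG Ets domain (1 uM in the protein solution; 300mM KCl, 50mM Tris-HCl, 1mM EDTA, 1mM DTT, pH 7.5) received compound, then a probe mix of 5 nM fluorescein-DNA and 100nM Texas-615-DNA. Fluorescence polarization was read for both dyes.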
Tb PGK inh: inhibitors of T. brucei phosphoglycerate kinase. P07378. PGK/GAPDH coupled, Kinase-Glo luminescence, 60 min. Potency, µM (doses to about 57.5 µM), without a hit: top-dose activity change, negative = inhibition, most hits filed as inhibitors. hit rate 0.043% among 380,000; also: % is scaled to controls: 0 for no effect and ±100 for the full control effect; nearly all actives have a fitted effect of over 60% in size
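Recombinant glycosomal PGK reaction used 1,3-bisphosphoglycerate generated in-well by GAPDH (100nM final) in 100mM TEA pH 7.6, 5mM MgCl2, 0.01% Tween-20. After 60 minutes at room temperature, ATP was read by Kinase-Glo Plus luminescence end-point.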
GLS inh: glutaminase GLS (human) inhibition | O94925 | GLS enzymatic activity, qHTS titration | Potency, µM (titrated, usually from 45.5 µM), without a hit: at the top dose activity change, negative = inhibition, hits mostly inhibitors | hit rate 0.21% among 410,000 | AID 624170; also: % is scaled to controls: 0 for no effect and ±100 for the full control effect
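hKGA in 45 mM KH2PO4 pH 8.2, 0.02% Tween-20 with pin-transferred compounds; 1 mM L-glutamine (stock) plus glutamate oxidase/HRP/Amplex Red coupling added. Fluorescence read initially and after 30 min at RT.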
RGS4 inh: blocks human RGS4-accelerated GTP hydrolysis; P49798; Transcreener GDP fluorescence polarization, RGS4-accelerated GTP hydrolysis; Potency, µM (titrated, usually from 114 µM), without a hit: at the highest dose activity change, negative = inhibition, actives largely listed as inhibitors; hit rate 0.039% among 390,000; AID 504845; also: % is scaled to controls: 0 for no effect and ±100 for the full control effect; nearly all actives have a fitted effect of over 75% in size; some results filed as inactive show a strong effect at the top dose
Target sequence (P49798 whole entry, looked up): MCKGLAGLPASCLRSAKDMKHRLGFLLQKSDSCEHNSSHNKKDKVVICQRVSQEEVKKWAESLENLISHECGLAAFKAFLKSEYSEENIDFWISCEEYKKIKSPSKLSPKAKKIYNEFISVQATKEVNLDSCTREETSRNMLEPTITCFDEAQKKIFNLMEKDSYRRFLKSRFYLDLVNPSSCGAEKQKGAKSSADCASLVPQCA
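MLSMR compounds (23 nl, pin-transferred) preincubated 10 min at room temperature with a 500nM (2x) first reagent, then RGS4 at 900nM (2x) plus Transcreener GDP mix added; fluorescence polarization (620/688 nm) read before and after 90 min at 30 °C.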
HP1b chromo inh: inhibitors of HP1-beta chromodomain binding to methylated histone tails. Potency, µM (doses to about 114 µM), inactives show at the highest dose activity change, negative = inhibition, most hits filed as inhibitors. P83916. AlphaScreen HP1-beta / biotin-H3K9me3 peptide binding. AID 540317. hit rate 0.56% among 390,000; also: nearly all actives have a fitted effect of over 70% in size; inactives centre near 23
Target sequence (P83916 whole entry, looked up): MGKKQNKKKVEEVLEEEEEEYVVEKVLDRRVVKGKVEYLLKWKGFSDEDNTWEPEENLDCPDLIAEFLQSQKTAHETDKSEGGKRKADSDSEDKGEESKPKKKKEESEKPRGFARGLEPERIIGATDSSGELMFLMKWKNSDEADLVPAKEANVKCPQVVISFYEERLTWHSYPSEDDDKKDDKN
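AlphaScreen: HP1-beta (50 nM) preformed 30 min with biotin-H3(1-18)K9me3 peptide (50 nM) in PBS pH 7.4, 0.01% Tween-20. Compound added for 30 min at RT, then streptavidin donor/nickel chelate acceptor beads (10 ug/mL) for 30 min.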
JMJD2A Tudor: inhibitors of human JMJD2A Tudor domain; O75164; AlphaScreen JMJD2A-Tudor / H3K4me3 peptide binding; Potency, µM (series often up to 114 µM), for inactives: top-dose activity change, negative = inhibition, usual class: inhibitors; hit rate 4.4% among 390,000; AID 504339; also: % is scaled to controls: 0 for no effect and ±100 for the full control effect; nearly all actives have a fitted effect of over 50% in size
An asterisk follows results filed as active; i = inactive; ? = inconclusive; . = not tested or not shown; [ ] = another dose, or the depositor's remark. Unless noted, calls follow the shape of the dose curve; as a rule, active = well fitted curve in the direction sought with a large enough effect; inconclusive = small, poorly fitted or top-dose-only effect, or another doubt; inactive = no such curve, though single readings can be large; an effect the other way counts as inactive or inconclusive. Potency is read from the fitted curve at half-maximal effect. An excerpt; count on the stated rates, not on these rows.

SMILES	ALOX12 inh	TrxR1 inh	Pin1 inh	ERG-DNA inh	Tb PGK inh	GLS inh	RGS4 inh	HP1b chromo inh	JMJD2A Tudor
CCCCC(CC)C(=O)Nc1cc([N+](=O)[O-])ccc1F (stereo not given)	-18.8%	9.1%	0.9%	-4.7%	-0.4%	-9.0%	20.6%	24.7%	-19.1%
COc1cc(Cl)ccc1OCc1cc(C(=O)N(C)Cc2nnc(C)o2)no1	0.9%	13.0%	-1.4%	-3.7%	-1.7%	4.9%	0.8%	13.3%	-13.0%
CC(C)NC(=O)Cn1cc(C(=O)C2CC2)c2ccccc21	-0.7%	36.7%[activator]	-1.9%	5.5%	.	-6.3%	-37.7%	-18.7%	-22.9%
c1ccc(Oc2cccc(Oc3ccccc3)n2)cc1	-2.4%	2.1%[57.1 µM]	6.0%	-5.4%	1.9%	1.3%	10.7%	131.2%[activator]	68.2%[activator]
Cc1ccc(-c2c(C(=O)N/N=C/c3ccsc3)nnn2-c2nonc2N)cc1	24.2%	22.2%	1.6%	9.5%	-9.6%	-13.3%	-14.1%[56.9 µM]	62.6%[activator]	-27.7%
O=C(CSc1nnc(SCc2ccc(F)cc2)s1)Nc1ccc(C(=O)O)cc1	-0.1%	1.3%	7.6%	-8.4%	-8.5%	-4.3%	-47.5%	47.0%[activator]	12.7%
COc1cccc(NC(=S)N2CCC(NC(=O)C3CCCCC3)CC2)c1	-16.9%	11.1%[0.0914 µM]	-5.4%	6.2%	3.2%	6.7%	12.4%	26.9%	2.1%
O=c1[nH]n(-c2ccccc2)c(=O)c2ccccc12	2.7%	-8.0%	2.2%	-13.9%	-1.7%	-13.1%	16.4%	3.6%	-18.6%
O=[N+]([O-])c1cccc(-c2cn3nc(-c4ccccc4)c(-c4ccccc4)nc3n2)c1	4.0%	13.3%	?	1.6%	-1.8%	-2.7%	-20.4%	55.1%[activator]	2.6%
Cc1ccc2c(c1)C(=O)OC(C(=O)Nc1ccccc1C(=O)O)C2 (stereo not given)	-12.6%	9.8%[57.1 µM]	0.1%	1.8%	-3.7%	-2.9%	-15.6%	75.2%[activator]	0.0%
O=c1[nH]c(=O)n(Cc2ccccc2)c2nc(-c3ccc(C(F)(F)F)cc3)n(CCO)c12	-12.2%	49.7%[activator]	-0.1%	2.0%	-9.5%	-5.9%	-7.5%	9.0%	-14.0%
Cc1cc(=O)oc2c(CN3CCCCC3)c(O)ccc12	-17.7%	-107.5%	-1.2%	.	i	10.5%	-46.9%	24.4%	-4.9%
COC(=O)c1ccc(C)c(NC(=O)CCc2ccc(OC)c(OC)c2)c1	-8.6%	1.8%	1.7%	-4.5%	-1.7%	3.9%	9.3%	16.9%	-21.2%
COCCCNc1nc2c([nH]1)c(=O)[nH]c(=O)n2C	-1.3%	7.6%	-1.3%	-0.8%	0.3%	15.6%	-22.0%	47.2%	-3.1%
O=C(c1ccncc1)N1CCc2ccccc2C1	-25.5%	4.1%	-11.2%	-3.7%	5.3%	9.5%	10.3%	22.5%	-7.4%
Cc1c(C)[n+](=O)c2c(n1[O-])C(Br)CCC2Br (stereo not given)	?	9.3%[11.4 µM]	-6.2%	-11.8%	i	-29.1%	-27.0%	31.4%	79.4µM*
N#CCSc1ccc(S(=O)(=O)N2CCOCC2)cn1	?	9.3%[57.1 µM]	2.2%	-1.1%	-1.8%	-3.3%	2.5%	7.2%[57 µM]	-3.4%
Cc1ccc([N+](=O)[O-])cc1NC(=O)CCSc1ccc(Cl)cc1	3.6%	-2.1%	-0.9%	4.0%	-0.5%	2.4%	0.2%	13.7%	-12.2%
CCCn1c(N)c(C(=O)CN(C)CC(=O)Nc2ccccc2C(F)(F)F)c(=O)[nH]c1=O	13.1%	12.7%	1.5%	9.0%	-3.8%	0.6%	8.0%	35.9%[activator]	5.5%
CCN1C[C@@H]2[C@@H]3C(=O)N(C)C(=O)[C@@H]3[C@](C)(C(=O)OC)N2C1=NC	-46.0%	-11.8%	0.4%	-5.8%	-5.0%	-0.2%	3.3%	4.2%	-35.5%
O=C(Nc1ccccc1Cl)N1CCN(Cc2ccc3c(c2)OCO3)CC1	-12.0%	9.4%[57.1 µM]	-5.3%	1.1%	i	-11.8%	-15.0%	14.5%	-14.1%
COc1cc(OC)cc(C(=O)N2CCC(C(=O)NCCc3ccccc3)CC2)c1	8.6%	28.0%	0.0%	-10.2%	-3.8%	-2.3%	27.3%	27.6%	-7.9%
COc1cccc(C(=O)NCC2CCCN2S(=O)(=O)c2cccs2)c1 (stereo not given)	-22.4%	2.2%	-2.2%	-11.9%	0.1%	4.2%	-4.8%	28.9%	-4.8%
CC(C)c1ccc(NC(=O)CSc2nc3ccsc3c(=O)n2CCC(=O)O)cc1	-4.4%	9.5%	-9.9%	-0.4%	-3.7%	-2.0%	-14.5%	51.2%[activator]	-12.8%
COc1cc(C(=O)NC2CCN(C)CC2)ccc1Nc1ncc2c(n1)N(C1CCC(O)CC1)CCC(=O)N2C (stereo not given)	.	-4.7%[57.1 µM]	0.4%	17.9%	-3.4%	0.6%	20.3%	13.7%	-28.0%
COc1ccc(CCN2C(=O)CN(C3CCC(C)CC3)C(=O)C2c2ccc(OC(C)C)c(OC)c2)cc1OC (stereo not given)	-0.1%	4.6%[57.1 µM]	-3.5%	3.1%	i	0.6%	-7.6%	33.1%	-26.5%
NC(=O)Cn1cnc(-c2ccccc2)c1	-24.8%	9.5%	-2.5%	-1.4%	-6.5%	1.4%	-5.3%	32.2%	6.8%
Nn1c(SCC(=O)NC2CCCC2)nnc1-c1ccccc1F	0.0%	20.8%[57.1 µM]	8.8%	5.0%	-3.5%	10.3%	-6.2%	17.4%	6.9%
CC1=C(C(=O)OCc2ccc(C)cc2)C(c2c(Cl)cccc2Cl)CC(=O)N1 (stereo not given)	-11.4%	1.5%	-2.3%	1.3%	-7.9%	8.2%	5.0%	37.1%[activator]	2.4%
COc1ccc(Cc2nnc3c4cnn(C)c4ncn23)cc1	-2.3%	5.2%	-1.0%	-1.1%	i	0.5%	11.4%	45.4%[activator]	-13.2%
CCOc1ccc(-n2c(SCC(=O)NCC3CCCO3)nc3c([nH]c4ccccc43)c2=O)cc1 (stereo not given)	-6.4%	29.1%[57.1 µM]	-5.0%	5.5%	-11.7%	-14.3%	17.6%	8.0%[57 µM]	-3.2%
CCN(CC)C(=O)C(C)N(C#N)c1nc(NC(C)C)nc(NC(C)C)n1 (stereo not given)	-3.8%	-1.3%[57.1 µM]	-4.6%	7.1%	-3.2%	6.0%	-21.4%	25.4%	-19.3%
CC(=O)/C(=N/Nc1ccccc1)Sc1nnc(C(O)c2ccccc2)n1-c1ccccc1 (stereo not given)	-7.5%	-4.0%	1.5%	-6.2%	7.7%	9.0%	-26.2%	23.5%	-24.1%
O=C1CCCc2c1cc(-c1ccccc1)n2-c1ccc(O)cc1	?	4.8%	1.8%	-9.2%	-7.1%	9.7%	-11.3%	29.1%	-5.6%
Cc1cccc(N2CC34C=CC(O3)C(C(=O)O)C4C2=O)c1 (stereo not given)	-8.6%	10.2%[57.1 µM]	-15.1%	2.2%	-9.7%	14.0%	7.1%	21.5%	-22.0%
C=CCNC(=S)NNC(=O)c1ccncc1	1.1%	-8.9%	-3.8%	-3.7%	-4.5%	29.3%	4.6%	32.2%	-12.9%
O=C(CO)N/N=C/c1ccc(Cl)cc1	0.2%	-7.4%	-1.7%	-0.4%	-2.1%	1.3%	-7.7%	29.6%	-11.4%
CC(C)NC(=O)CC1C(=O)NCCN1CC(c1ccccc1)c1ccccc1 (stereo not given)	?	17.9%[11.4 µM]	-5.4%	20.0%	i	-7.6%	?	55.5%[activator]	-2.7%
COc1ccc(N(Cc2cccs2)C(=O)c2ccccc2C)cc1	-0.2%	30.1%	24.1%	-1.2%	i	-2.4%	-2.0%	43.5%[activator]	19.9%
CC(=O)Oc1ccc(/C=C(\NC(=O)c2ccco2)C(=O)Nc2ccc(C(C)=O)cc2)cc1	-15.0%	4.5%	-1.6%	-3.9%	-5.3%	-3.4%	-2.5%	18.5%	0.7%
CN(c1cccc(NC(=O)CN(c2ccc(C34CC5CC(CC(C5)C3)C4)cc2)S(C)(=O)=O)c1)S(C)(=O)=O	.	0.5%[2.29 µM]	1.0%	.	.	0.8%	14.5%	-2.7%	?
Cc1c(C(=O)OCC(=O)Nc2ccccc2OC(F)F)cccc1[N+](=O)[O-]	-0.6%	0.7%	-0.6%	3.2%	i	-8.1%	-25.3%	31.2%	-1.4%
Nc1ccc(Cc2nc3cc4ccccc4cc3[nH]2)cc1	0.5%	15.9%	-4.8%	.	-4.9%	34.5%[activator]	1.9%	4.8%	?
O=C(Nc1ccc(F)cc1)c1ccc(-n2cnnc2)cc1	5.0%	10.8%[57.1 µM]	0.5%	8.2%	-7.5%	-17.4%	?	61.4%[activator]	-18.3%
Cc1cc(C)c(S(=O)(=O)Nc2ccc(OCC(=O)O)cc2)c(C)c1	-21.7%	13.0%	-0.7%	-3.7%	7.1%	15.7%	-8.2%	66.1%[activator]	2.8%

Screens from PubChem.
